Assay outcomes as filed in PubChem BioAssay.
Myeloid diff MLP – induction of myeloid progenitor differentiation, primary screen, cell-based, flow cytometry, MLPCN library; ER-HoxA9 myeloid progenitors, lysozyme-GFP differentiation; calls only at 10 µM; 360,000 tested, 1% active;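 active = normalized GFP-positive differentiation at or above the plate's own cutoff, the solvent-only control mean plus 3 SD; inconclusive = no clear call, values can overlap the other calls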;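 also: cells exposed to compound for four days before flow analysis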
WT yeast gro inh – growth inhibition of WT strain, primary screen, mitochondrial fusion inhibitor project, WT and mutant strains, chemical genetic; 190,000 tested, 2.1% active; inhibition, % at 10 µM; AID 1362, 2008; mitochondrial fusion phenotypic screen; in the data active = inhibition above about 58%; tested in S. cerevisiae
Salmonella PhoP GFP – inhibitors of PhoP regulon expression, primary screen, Salmonella Typhimurium, GFP reporter (AID 1863) | S. Typhimurium PhoP-regulated promoter GFP reporter, 4 h; higher % means a stronger effect | inhibition, % at 50 µM; hits with a dose series show IC50 in µM | 300,000 tested, 0.16% active;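 active = inhibition over 29.93%, a cutoff 3 SD above the screen mean, later confirmed by dose response; inconclusive = inhibition over 29.93% but no dose response follow-up; inactive = inhibition at most 29.93% or unconfirmed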;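 also: 0% = low Mg2+ inducing control and 100% = high Mg2+ repressing control; strong numbers were not always called active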
bCat nuc transl – modulators of beta-catenin nuclear translocation, primary screen, imaging, HeLa cells, immunofluorescence, high-content | AID 1665, 2009 | 190,000 tested, 0.3% active | nuclear translocation activity, % at 5 µM;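 active = nuclear translocation activity above 50% at 5 µM, with a well cell count of 50 or more; inconclusive = wells under 50 cells across six images, flagged as toxic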;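 also: per-cell ratio of nuclear to cytoplasmic median beta-catenin stain intensity; plate controls were DMSO negative control for no effect and GSK-3 inhibitor IX positive control for full effect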
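Test system: HeLa cells, endogenous beta-catenin; Compound: single 5 µM dose plus 0.02–20 µM confirmation series; Times: compound exposure 24 h at 37°C; Signal: fluorescence imaging of beta-catenin antibody stain plus DAPI; Read-out: % activation, nuclear-to-cytoplasmic median beta-catenin signal ratio per cell.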
Rac1 GTP hydrolysis – MgcRacGAP GTPase-activating activity inhibitors, confirmation, biochemical, ADP Hunter fluorescence. inhibition, % at 30 µM; hits with a dose series show IC50 in µM. AID 624330, 2012. 340,000 tested, 0.6% active. MgcRacGAP-stimulated Rac1 GTP hydrolysis, ADP Hunter fluorescence; higher % means a stronger effect; GST-tagged Rac1 F28L mutant substrate;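 active = first-screen hits whose inhibition reached a set limit at any dose in the follow-up dose series; inconclusive = inhibition above the set first-screen limit but never retested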;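 also: fluorescence reports GDP produced by GAP-driven GTP hydrolysis; strong numbers were not always called active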
RSV antiviral HEp-2 – RSV antiviral activity via CPE protection, HEp-2 cells, primary 10 µM value included (AID 2391). HEp-2 cells, RSV-induced CPE inhibition; higher % means a stronger effect. CPE inhibition, % at 10 µM, or IC50 in µM where a hit was titrated. 310,000 tested, 0.13% active; in the data active = a potency from the dose series; inconclusive = CPE inhibition mostly from about 23% at the one dose, without a potency; inactive = the rest, 99 in 100 with CPE inhibition below about 21%; also: strong numbers were not always called active
T cell HTS – modulators of CD8 T cell-vesicle binding, primary screen, mouse 2C CD8+ T cells, flow cytometry | 2C CD8+ T cell-vesicle binding; active compounds read low | calls only at 7 µM | 330,000 tested, 0.068% active;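 active = response, share of CD8 T cells binding vesicles, and their 90th percentile fluorescence all below set limits, cut at about 80% in these data, passing the limit was not always enough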
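Incubation: binding step 1.5 h, 37 °C, antibody labelling 20 min, ice; system: murine 2C transgenic CD8+ T lymphocytes; technique: cytometric PE anti-B7-1 and Alexa647 anti-CD8 signals after 1% paraformaldehyde fixation; also added: QL9-charged Drosophila Ld/ICAM-1/B7-1 vesicles; control set: naked versus QL9-loaded vesicles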
West Nile antiviral – West Nile virus antiviral activity, cell-based, CPE readout (AID 1621) | West Nile virus-infected cells, CPE inhibition; higher % means a stronger effect | CPE inhibition, % at 10 µM, or IC50 in µM where a hit was titrated | 290,000 tested, 0.02% active; in the data active = a potency from the dose series; inconclusive = CPE inhibition mostly from about 3.7% at the one dose, without a potency; inactive = the rest, 99 in 100 with CPE inhibition below about 2.2%; also: strong numbers were not always called active
SV40 large T antigen – SV40 large T antigen inhibitors, biochemical (AID 1903) | SV40 large T antigen ATPase/helicase inhibition assay; higher % means a stronger effect | inhibition, % at 20 µM; hits with a dose series show IC50 in µM | 310,000 tested, 0.39% active; in the data active = a potency from the dose series; inconclusive = inhibition mostly from about 32% at the one dose, without a potency; inactive = the rest, 99 in 100 with inhibition below about 32%; also: strong numbers were not always called active
WT yeast gro inh mutant strain – second read-out of WT yeast gro inh, no call of its own (marks repeat the call); inhibition, %; mitochondrial fusion phenotypic screen, mutant strain inhibition
bCat nuc transl cell count 5 µM – also measured in bCat nuc transl; calls as there; cell count; measured here: cell count, cytotoxicity flag
T cell HTS vesicle-bound % – recorded beside T cell HTS, whose call it bears; double positive events, %; measured here: CD8+ vesicle-bound cell fraction;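 binding gate set so that unloaded-vesicle control wells show 10% double positive cells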
Myeloid diff MLP GFP+ MAC1+ % – also measured in Myeloid diff MLP; calls as there; GFP+ MAC1+ double positive, %; measured here: differentiation confirmed by MAC1 staining
* marks the source's active call; other numbers are inactive results; i = inactive; ? = inconclusive; . = no result given; + = active, no number; & = joins results of further samples. An unsorted share of the library, and some 3.6% of all compounds hit somewhere here.

SMILES | Myeloid diff MLP | Myeloid diff MLP GFP+ MAC1+ % | WT yeast gro inh | WT yeast gro inh mutant strain | Salmonella PhoP GFP | bCat nuc transl | bCat nuc transl cell count 5 µM | Rac1 GTP hydrolysis | RSV antiviral HEp-2 | T cell HTS | T cell HTS vesicle-bound % | West Nile antiviral | SV40 large T antigen
Cc1nc(C(F)(F)F)c(C(=O)N/N=C(\N)c2cccnc2)s1 | i | 0.4 | -6 | -3 | 5% | 0.4 | 1037 | 5% | 3.0% | i | 36 | 1.3% | 4%
Cc1cccc(-c2nsc(SCC(=O)NCc3ccc4c(c3)OCO4)n2)c1 | i | 0.5 | 7 | -12 | 6% | -0.8 | 1137 | -3% | 2.1% | i | 11 | -1.1% | -2%
COc1cc(-c2[nH]ncc2CN(C)Cc2nonc2C)cc(OC)c1OC | i | 0.7 | 10 | 5 | -4% | 0.3 | 1153 | 9% | 9.2% | i | 22 | -0.7% | 10%
O=C(NCC1CCCN1S(=O)(=O)c1cccs1)c1ccc([N+](=O)[O-])cc1 (stereo unspecified) | i | 0.3 | . | . | 8% | . | . | 4% | 13% | i | 41 | . | 12%
O=[N+]([O-])c1ccc2c3n([n+]([O-])c2c1)CCN=C3c1ccc(Cl)cc1 | ? | . | . | . | . | . | . | 7% | 3.7% | i | 35 | . | 11%
COc1ccc([N+](=O)[O-])cc1N(CC(=O)NCc1ccco1)S(C)(=O)=O | i | 0.1 | -13 | 11 | -3% | 0.4 | 1541 | 7% | 2.5% | i | 38 | -0.4% | 7%
CCc1cc(C(=O)NNC(=O)CCl)sc1C | i | 0.4 | -3 | 4 | 6% | 5.5 | 1043 | 3% | 0.5% | i | 34 | 1.1% | 5%
Cc1cccc(NS(=O)(=O)c2cccc(C(=O)NCCCN3CCOCC3)c2)c1 | i | 0.6 | . | . | 7% | . | . | 11% | -1.8% | i | 33 | . | 25%
CN(c1ccccc1C(=O)Nc1ccc(S(=O)(=O)N2CCOCC2)cc1)S(C)(=O)=O | i | 0.7 | 3 | -9 | 17% | -1.1 | 997 | -3% | 1.4% | i | 50 | 0.6% | 16%
O=[N+]([O-])c1cccc(Cl)c1N1CCOCC1 | i | 3.5 | -7 | -35 | 9% | -2.1 | 495 | 6% | 2.8% | i | 28 | -0.6% | 6%
Cc1sc2c(=O)n3c(nc2c1C(=O)NC1CCCCC1)CCCCC3 | i | 0.3 | . | . | 9% | -2.0 | 1441 | 7% | 6.2% | i | 26 | 1.3% | 1%
CCC(=O)c1ccc(OCC(O)CN2CCCCC2)cc1 (stereo unspecified) | i | 12 | 7 | 6 | 26% | . | . | -2% | -1.1% | i | 4 | -0.5% | 1%
O=C(CCCOc1ccccc1)Nc1nncs1 | i | 1.3 | -5 | 16 | -1% | -5.4 | 796 | 2% | 5.6% | i | 20 | 0.2% | 7%
CCc1cc(=O)oc2c(C)c(OC(C)C(=O)NC3CC(C)(C)NC(C)(C)C3)ccc12 (stereo unspecified) | i | 2.1 | . | . | -5% | . | . | 4% | -0.4% | i | 21 | 0.0% | 7%
COC(=O)/C(=C\C(=O)c1ccccc1)Nc1cccc(C(F)(F)F)c1 | i | 0.3 | 8 | 41 | -5% | 1.6 | 1396 | 7% | 0.3% | i | 30 | -0.3% | 8%
Cc1cc(C)n(-c2nnc(C)c(=O)[nH]2)n1 | i | 0.7 | 6 | -5 | 10% | -2.6 | 796 | 1% | 0.9% | i | 42 | 0.8% | 13%
COc1ccccc1S(=O)(=O)Cc1ccc(C(=O)NCc2ccc(C)cc2)o1 | i | 4.7 | . | . | -7% | . | . | 3% | 7.6% | i | 5 | 1.2% | 12%
CN1CCC(N(C)C(=S)Nc2ccc(F)cc2)CC1 | i | 0.3 | -16 | 9 | 5% | -0.3 | 1073 | 6% | 6.4% | i | 47 | -0.2% | 8%
Cc1ccc(C)c(SCc2nc3sc(C(=O)O)c(C)c3c(=O)[nH]2)c1 | i | 0.4 | . | . | -8% | 0.6 | 1293 | 26% | -1.8% | i | 24 | 0.1% | 8%
Cc1ccc(CN2C(=O)CCC2C(=O)NCc2ccc3c(c2)OCO3)cc1 (stereo unspecified) | i | 1.1 | -4 | -3 | 6% | 0.2 | 1359 | 16% | 3.2% | i | 52 | -0.3% | -5%
COc1ccccc1C(=O)NCCn1cc(SCC(=O)Nc2cc(C)on2)c2ccccc21 | i | 0.9 | -16 | 1 | 1% | 1.4 | 994 | 6% | 6.3% | i | 57 | 1.3% | 23%
COc1ccccc1NC(=O)CSc1nncn1-c1cccnc1 | i | 7.5 | -2 | 11 | 2% | 1.6 | 1176 | 3% | -0.6% | i | 25 | -0.4% | 7%
CCc1noc(C)c1C(=O)NNC(=O)c1ccccc1 | i | 0.4 | . | . | . | . | . | 5% | 1.2% | i | 5 | . | .
Clc1ccc(-n2ncc3c(N4CCCC4)ncnc32)cc1 | i | 1.0 | 2 | 10 | 0% | -2.4 | 483 | 8% | ? | i | 49 | -0.5% | 10%
CCc1nnc(NC(=O)CSc2nc(C)cc(C)c2C#N)s1 | i | 0.5 | 0 | -6 | 4% | -2.7 | 1089 | -12% | 2.6% | i | 42 | -0.7% | -3%
Next structures
SMILES | Myeloid diff MLP | Myeloid diff MLP GFP+ MAC1+ % | WT yeast gro inh | WT yeast gro inh mutant strain | Salmonella PhoP GFP | bCat nuc transl | bCat nuc transl cell count 5 µM | Rac1 GTP hydrolysis | RSV antiviral HEp-2 | T cell HTS | T cell HTS vesicle-bound % | West Nile antiviral | SV40 large T antigen
NS(=O)(=O)c1ccc(CNC(=O)c2ccc(Cl)cc2[N+](=O)[O-])cc1 | i | 0.6 | -18 | 15 | -15% | -2.8 | 1107 | 1% | 0.9% | i | 4 | -0.2% | 7%
O=C(CCCCn1c(=O)[nH]c2ccsc2c1=O)NCc1ccc2c(c1)OCO2 | i | 2.0 | 1 | 2 | -5% | -0.3 | 1148 | 14% | 3.9% | i | 40 | 0.5% | -1%
O=C(COc1ccccc1)NC(NC(=S)Nc1ccccc1C(=O)O)C(Cl)(Cl)Cl (stereo unspecified) | i | 0.6 | -12 | -5 | -4% | -1.1 | 1395 | 6% | 1.5% | i | 16 | 0.0% | 10%
CC(C)C[C@H]1COCCS(=O)(=O)N1Cc1cccc(Cl)c1 | i | 1.4 | . | . | -14% | . | . | 9% | -1.4% | i | 27 | -0.3% | 8%
O=c1c2[nH]c3ccc(F)cc3c2ncn1CCN1CCOCC1 | i | 1.3 | -9 | -9 | 6% | -1.0 | 1122 | 9% | 0.7% | i | 18 | 0.0% | 1%
Cc1sc(NC(=O)c2ccco2)c(C(c2cccnc2)N2CCN(c3ccc(F)cc3)CC2)c1C (stereo unspecified) | + | 16* | 56 | 6 | 22% | -0.7 | 1126 | 5% | 5.0% | i | 30 | 0.8% | 17%&8%
O=C(N/N=C/c1cccc(F)c1)NC1CCCCC1 | i | 0.2 | 5 | 0 | -1% | -1.4 | 1146 | 6% | 7.1% | i | 56 | -1.3% | 13%
O=C(Nc1cnc2ccccc2c1)N1CCCCC1 | i | 0.5 | 16 | 41 | 6% | -2.2 | 898 | 10% | -0.2% | i | 29 | 0.3% | 7%
CCCCCC(=O)OC(CN1CCCCCC1)CN1CCCC1=O (stereo unspecified) | i | 1.7 | . | . | -18% | -0.3 | 1304 | 2% | -0.5% | i | 23 | -0.2% | 7%
O=C(CCCc1nc(-c2ccc(Cl)cc2)no1)NCC1CCCO1 (stereo unspecified) | i | 3.5 | . | . | 0% | . | . | 5% | -0.1% | i | 27 | -1.4% | 5%
CCCCC1=CC2=CC(=O)C(C)(OC(=O)CC)C(=O)C2=CN1c1ccccc1 (stereo unspecified) | i | 3.7 | . | . | -4% | -1.1 | 1151 | 5% | -0.1% | i | 25 | 0.1% | 17%
CCOc1ccc(-c2cn(CCC#N)cn2)cc1 | i | 0.9 | -6 | -1 | 9% | 0.8 | 839 | 2% | 0.5% | i | 27 | 0.4% | 2%
Cc1ccccc1-c1noc(C2CCCCC2)n1 | i | 2.1 | 12 | 0 | -1% | . | . | 0% | 2.9% | i | 26 | -0.4% | 1%
C/C(=N\NC(=O)C1CC1)c1ccccc1O | i | 0.4 | -1 | 6 | -5% | -2.4 | 1031 | 6% | 0.8% | i | 26 | 0.1% | 21%
COc1cccc(CN(C)C(=O)C(CCSC)NS(=O)(=O)c2ccc3c(c2)OCCO3)c1OC (stereo unspecified) | i | 0.3 | . | . | 6% | . | . | -3% | -2.4% | i | 32 | . | 2%
